U2OS ROS induce: cancer cell ROS induction | hit rate 2% among 46,000 | ROS induction (% of piperlongumine), % at 10 µM | AID 624156 | U2OS ROS induction, H2DCF-DA fluorescence; in the data active = ROS induction above about 79%, passing the limit was not always enough; inconclusive = no clear call, values can overlap the other calls;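 note: 0% = DMSO vehicle median and 100% = reference compound median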
Starred values were filed as active, the others as inactive; ? = inconclusive. This is a subset. The share of hits here may be higher or lower than overall.

SMILES | U2OS ROS induce
COC(=O)C1c2c(oc3cc(CO)cc(O)c3c2=O)C=CC1O (centres undefined) | 137*
C[C@H](CO)N1C[C@H](C)[C@H](CN(C)S(=O)(=O)c2ccc(Cl)cc2)Oc2ccc(NC(=O)CCCCCC(=O)Nc3ccccc3N)cc2CC1=O | 23
C[C@@H]1CN([C@@H](C)CO)C(=O)c2cccc(NC(=O)Nc3cccc4ccccc34)c2O[C@@H]1CN(C)Cc1ccc(C(F)(F)F)cc1 | 15
Cc1ccc(OC(=O)N(C)C[C@H]2OCc3cn(nn3)CCCC(=O)N([C@H](C)CO)C[C@H]2C)cc1 | 10
C[C@@H]1CN([C@@H](C)CO)C(=O)CCCn2nncc2CO[C@H]1CN(C)CC1CC1 | -7
O=C(N/N=C/c1ccc(-c2cccc(Cl)c2)o1)c1ccccn1 | -9
C[C@H]1C[C@H]2[C@@H]3CCC4=CC(=O)C=C[C@]4(C)[C@@]3(F)[C@@H](O)C[C@]2(C)[C@@]1(O)C(=O)CO | -3
COc1ccc(NC(=O)Nc2ccc3c(c2)C(=O)N([C@H](C)CO)C[C@@H](C)[C@@H](CN(C)C(=O)NC2CCCCC2)O3)cc1 | -2
CN1CCc2c(-c3cccs3)nc(OCc3ccccc3Br)c(C#N)c2C1 | 168*
C[C@@H]1CCCCO[C@@H](CN(C)Cc2ccncc2)[C@@H](C)CN([C@H](C)CO)C(=O)c2cc(NC(=O)CCC(F)(F)F)ccc2O1 | 2
Cc1ccnc(SCC(=O)Nc2ccc(Cl)cc2Cl)n1 | 7
N#Cc1nc(COc2ccccc2)oc1NCc1cccnc1 | 0
COc1ccc(NC(=O)N(C)C[C@H]2Oc3ccc(NC(=O)Nc4ccc5c(c4)OCO5)cc3C(=O)N([C@@H](C)CO)C[C@H]2C)cc1 | -5
C[C@@H]1CN([C@@H](C)CO)C(=O)c2cc(NC(=O)Nc3ccccc3)ccc2O[C@H]1CN(C)S(C)(=O)=O | -6
C1=CN(c2ccccc2)C(C=NCc2ccccc2)=CS1 | 65
COC(=O)c1ccc(NC(=O)CCn2nc(-c3ccc(Cl)cc3)c3ccccc3c2=O)cc1 | 18
Cc1noc(C)c1NC(=O)N(C)C[C@@H]1Oc2ccc(N(C)C)cc2CC(=O)N([C@H](C)CO)C[C@@H]1C | -7
O=C(Cn1ncn2c(cc3ccccc32)c1=O)NCc1ccc(Cl)cc1 | -18
Cn1c(=O)c2ccccc2[s+]1-c1cccc2cccc(C(=O)O)c12 (centres undefined) | 11
COc1ccc(NC(=O)N(C)C[C@H]2Oc3ccc(NC(=O)Cc4cn(C)c5ccccc45)cc3C(=O)N([C@H](C)CO)C[C@@H]2C)cc1 | 3
COc1ccc(OC)c(S(=O)(=O)N2CCC(C(=O)Nc3cc(Cl)ccc3Oc3ccccc3)CC2)c1 | 1
Oc1ccc([C@H]2Oc3c(c(O)cc4c3[C@@H]3c5c(O)cc(O)cc5O[C@@](c5ccc(O)cc5)(O4)[C@@H]3O)C[C@H]2O)cc1 | 2
N#CC1=C(N)C(C#N)(C#N)C(c2ccccc2)C2=C1CCCC2 (centres undefined) | 50
COc1ccc(C)cc1N(CC(=O)Nc1ccc(I)cc1)S(C)(=O)=O | -5
C[C@@H]1CCCCO[C@@H](CN(C)C(=O)Nc2ccccc2)[C@@H](C)CN([C@H](C)CO)C(=O)c2cc(NC(=O)Nc3ccccc3)ccc2O1 | 14
SMILES | U2OS ROS induce
CCN(CC)C(=O)C(c1ccccc1)c1ccccc1 | -8
C[C@@H]1CN([C@@H](C)CO)C(=O)c2cccc(NC(=O)C3CC3)c2O[C@@H]1CN(C)C(=O)Nc1ccc(C(F)(F)F)cc1 | -2
CCC(C(=O)O)n1c2ccccc2c2cn[nH]c(=O)c21 (centres undefined) | -10
Cc1noc(C)c1S(=O)(=O)N(C)C[C@@H]1Oc2ccc(NS(=O)(=O)c3ccc(F)cc3)cc2CC(=O)N([C@H](C)CO)C[C@H]1C | -5
COc1cccc(S(=O)(=O)N(C)C[C@@H]2Oc3ncc(-c4cccc(C(F)(F)F)c4)cc3C(=O)N([C@H](C)CO)C[C@@H]2C)c1 | ?
O=C(NCCCN1CCOCC1)c1cc(-c2ccccc2)on1 | -2
Oc1cc(O)cc(/C=C/c2ccc(O)c(O)c2)c1 | 7
COC(=O)c1ccc(NC(=O)C(C)N(c2ccc(Cl)cc2)S(C)(=O)=O)cc1 (centres undefined) | 4
C[C@H]1CN([C@@H](C)CO)C(=O)Cc2cc(NC(=O)CCCCCC(=O)Nc3ccccc3N)ccc2O[C@@H]1CN(C)S(=O)(=O)c1ccccc1 | -7
CC(C)(C)c1ccc(/C=C/C(=O)NC2CCS(=O)(=O)C2)cc1 (centres undefined) | -2
C[C@@H]1CN([C@@H](C)CO)C(=O)Cc2cc(NC(=O)Nc3ccc4c(c3)OCO4)ccc2O[C@@H]1CN(C)C(=O)Nc1ccc(C(F)(F)F)cc1 | 20
C[C@H](CO)N1C[C@H](C)[C@@H](CN(C)C)Oc2ccc(NC(=O)CCN3CCOCC3)cc2C1=O | -11
C[C@@H]1CN([C@H](C)CO)C(=O)CCCn2cc(nn2)CO[C@H]1CN(C)C(=O)OCc1ccccc1 | 43
Cc1ccc(SCc2cc(=O)[nH]c(Nc3nc(C)c4ccccc4n3)n2)cc1 | -14
Cc1cc(C)c2c(n1)sc1c(Sc3nnc(-c4ccncc4)o3)ncnc12 | 0
C[C@H]1CN([C@@H](C)CO)C(=O)c2cccc(NC(=O)Nc3ccc4c(c3)OCO4)c2O[C@@H]1CN(C)S(=O)(=O)c1ccc(F)cc1 | -1
Cc1noc(C)c1NC(=O)Nc1cccc2c1O[C@@H](CN(C)CC1CCCCC1)[C@@H](C)CN([C@H](C)CO)C2=O | -12
COc1ccc(OC(C)C(=O)Nc2cccnc2)cc1 (centres undefined) | -13
O=C(Nc1c(C(=O)Nc2ccc(F)cc2)oc2ccccc12)c1ccccc1 | 19
C[C@H]1CN([C@@H](C)CO)C(=O)c2cc(NS(=O)(=O)c3cn(C)cn3)ccc2O[C@@H]1CN(C)C(=O)Nc1ccc2c(c1)OCO2 | -7
C[C@@H]1CN([C@H](C)CO)C(=O)Cc2cc(NC(=O)Nc3ccccc3)ccc2O[C@@H]1CN(C)S(=O)(=O)c1ccc(Cl)cc1 | 9
C[C@@H]1CN([C@H](C)CO)C(=O)c2cc(NC(=O)CCCN(C)C)ccc2O[C@H]1CN(C)Cc1ccc(-c2ccccc2)cc1 | -3
CCN(CC)C(=O)[n+]1ccc(OC)cc1 | 21
C[C@H](CO)N1C[C@H](C)[C@H](CN(C)S(=O)(=O)c2cn(C)cn2)Oc2c(NC(=O)CCCCCC(=O)Nc3ccccc3N)cccc2C1=O | 2
C[C@@H]1CN([C@H](C)CO)C(=O)c2cc(NS(C)(=O)=O)ccc2O[C@@H]1CN(C)CC1CC1 | 1
SMILES | U2OS ROS induce
COC(=O)c1cc(NC(=O)COc2ccc(C)cc2)cc(C(=O)OC)c1 | 2
COc1ccc(NC(=O)Nc2cccc3c2O[C@@H](CN(C)Cc2ccc(Oc4ccccc4)cc2)[C@H](C)CN([C@@H](C)CO)C3=O)cc1 | 29
Cc1nn(C(C)(C)C)c(OC(=O)c2ccccc2)c1Sc1ccccc1 | 3
C=CCn1c(SCc2csc(C)n2)nc2sc3c(c2c1=O)CCCC3 | 16
C[C@H](CO)N1C[C@H](C)[C@H](CN(C)C(=O)Nc2ccc(F)cc2)Oc2ccc(NC(=O)CCCCCC(=O)Nc3ccccc3N)cc2C1=O | 0
CC(C)NC(=O)Nc1ccc2c(c1)CC(=O)N([C@H](C)CO)C[C@@H](C)[C@@H](CN(C)C)O2 | -8
C[C@H]1CN([C@@H](C)CO)C(=O)c2cc(NC(=O)c3ccncc3)ccc2O[C@H]1CN(C)S(=O)(=O)c1ccc(F)cc1 | 7
CNC[C@H]1Oc2c(NC(=O)Nc3ccc4c(c3)OCO4)cccc2C(=O)N([C@@H](C)CO)C[C@@H]1C | -14
COc1ccc(C2C(C(=O)NC3CCCCC3)c3ccccc3C(=O)N2c2ccc(OC)cc2)cc1 (centres undefined) | -3
C[C@@H]1CN([C@@H](C)CO)C(=O)CCCn2cc(nn2)CO[C@@H]1CN(C)Cc1cccc(O)c1 | 3
CC1(c2ccccc2)CC(C)(C)N(C(=O)C(F)(F)F)c2ccccc21 (centres undefined) | 2
CC(=O)Oc1ccccc1OC(C)c1nn(C(C)=O)c2ccccc12 (centres undefined) | -14
C[C@@H]1CCCCO[C@@H](CN(C)Cc2ccccc2)[C@@H](C)CN([C@H](C)CO)C(=O)c2cc(NC(=O)CCC(F)(F)F)ccc2O1 | 5
C[C@@H]1CN([C@@H](C)CO)C(=O)CCCn2cc(nn2)CO[C@H]1CN(C)C(=O)C1CCCCC1 | -6
Nc1c(Cl)cc(NC(=O)CCCC(=O)O)cc1Cl | -4
O=C(CSc1ncnc2sc(-c3ccccc3)cc12)Nc1ccccc1Cl | -5
O=C(COc1ccc2ccccc2c1)Oc1ccc(C(=O)c2ccccc2)cc1 | -7
COc1ccc(/C=C/C(=O)O[C@@H]2[C@@H](O)[C@@H](O)[C@H](O[C@@H]3C=C(CO)[C@H]4[C@H](O[C@@H]5O[C@H](CO)[C@@H](O)[C@H](O)[C@H]5O)OC=C[C@H]43)O[C@H]2C)cc1 | -9
O=c1[nH]nc(-c2ccccc2)c2ccccc12 | -3
C[C@@H]1CCCCO[C@@H](CN(C)S(=O)(=O)c2ccccc2)[C@@H](C)CN([C@H](C)CO)C(=O)c2cc(NC(=O)Nc3ccc4c(c3)OCO4)ccc2O1 | 49
Cc1cc(C(=O)Nc2cccc3c2O[C@H](CN(C)S(=O)(=O)c2ccccc2)[C@@H](C)CN([C@@H](C)CO)C3=O)n(C)n1 | -5
C[C@@H]1CN([C@@H](C)CO)C(=O)c2cc(NS(C)(=O)=O)ccc2O[C@@H]1CN(C)Cc1ccncc1 | -8
O=C(CC(CC(=O)c1ccc(Br)cc1)c1cccnc1)c1ccc(Br)cc1 | 29
O=S(=O)(NCc1ccccn1)c1ccc(Cl)c(Cl)c1Cl | -3
CCCc1nnc(N(Cc2ccc(Cl)cc2)C(=O)c2ccc(C)cc2)s1 | 13

Pulled one by one from above (4):
SMILES | U2OS ROS induce
C=CCn1c(SCc2csc(C)n2)nc2sc3c(c2c1=O)CCCC3 | 16
Cc1nn(C(C)(C)C)c(OC(=O)c2ccccc2)c1Sc1ccccc1 | 3
CC1(c2ccccc2)CC(C)(C)N(C(=O)C(F)(F)F)c2ccccc21 (centres undefined) | 2
CC(C)NC(=O)Nc1ccc2c(c1)CC(=O)N([C@H](C)CO)C[C@@H](C)[C@@H](CN(C)C)O2 | -8

4 entries from above, as labelled records:
canonical_smiles: C[C@@H]1CN([C@@H](C)CO)C(=O)CCCn2cc(nn2)CO[C@H]1CN(C)C(=O)C1CCCCC1
  U2OS ROS induce: -6
canonical_smiles: C=CCn1c(SCc2csc(C)n2)nc2sc3c(c2c1=O)CCCC3
  U2OS ROS induce: 16
canonical_smiles: COc1ccc(NC(=O)N(C)C[C@H]2Oc3ccc(NC(=O)Cc4cn(C)c5ccccc45)cc3C(=O)N([C@H](C)CO)C[C@@H]2C)cc1
  U2OS ROS induce: 3
canonical_smiles: Cc1nn(C(C)(C)C)c(OC(=O)c2ccccc2)c1Sc1ccccc1
  U2OS ROS induce: 3

New compounds follow
SMILES | U2OS ROS induce
C[C@H]1CN([C@@H](C)CO)C(=O)c2cccc(NS(=O)(=O)c3ccc(F)cc3)c2O[C@@H]1CN(C)S(=O)(=O)c1ccccc1 | 1
c1ccc(C(c2ccccc2)N2CCC2)cc1 | 12
CC(C)(C)OC(=O)Nc1ncnc2c1ncn2C1OC(CO)C2OC(C)(C)OC21 (centres undefined) | -5
C[C@H]1CN([C@@H](C)CO)C(=O)Cc2cc(NC(=O)CCC(F)(F)F)ccc2O[C@@H]1CN(C)S(=O)(=O)c1ccc(F)cc1 | -22
O=C(NCc1ccccc1)Nc1ccccc1 | -4
O=C1Cc2c([nH]c3ccc(Br)cc23)-c2ccccc2N1 | 2
C(=C\c1ccccc1)/CSc1nc2ccccc2[nH]1 | 20
COc1ccc(NC(=O)Nc2ccc3c(c2)C(=O)N([C@@H](C)CO)C[C@@H](C)[C@@H](CN(C)C(=O)Nc2cccc4ccccc24)O3)cc1 | -9
Cc1ccc(S(=O)(=O)N(C)C[C@H]2OCCCC[C@@H](C)Oc3ccc(NC(=O)Nc4cccc5ccccc45)cc3C(=O)N([C@H](C)CO)C[C@@H]2C)cc1 | 27
C[C@H](CO)N1C[C@H](C)[C@H](CN(C)C(=O)Nc2ccc3c(c2)OCO3)Oc2ncc(-c3cccc(F)c3)cc2C1=O | 34
Cn1c(SCc2ccc([N+](=O)[O-])cc2)nnc1-c1ccccn1 | -7
O=c1n(-c2ccccc2)c(=O)n(Cc2ccccn2)n1Cc1ccccn1 | 41
O=C(O)c1ccc2cc[nH]c2c1 | 9
C[C@H](CO)N1C[C@H](C)[C@H](CN(C)S(=O)(=O)c2cccs2)Oc2ncc(-c3cc4ccccc4o3)cc2C1=O | 63
C[C@@H]1CN([C@H](C)CO)C(=O)Cc2cc(NC(=O)Nc3ccccc3)ccc2O[C@@H]1CN(C)Cc1ccc(C(=O)Nc2ccccc2N)cc1 | 102*
C[C@@H]1O[C@@H](O[C@H]2[C@@H](Oc3cc(O)c4c(c3)O[C@H](c3ccc(O)cc3)CC4=O)O[C@H](CO)[C@@H](O)[C@@H]2O)[C@H](O)[C@H](O)[C@H]1O | 9
COc1ccc(NC(=O)N(C)C[C@@H]2Oc3ccc(NC(=O)Cn4cnnn4)cc3CC(=O)N([C@@H](C)CO)C[C@@H]2C)cc1 | -8
Cc1ccc(S(=O)(=O)Nc2ccc3c(c2)CC(=O)N([C@@H](C)CO)C[C@@H](C)[C@@H](CN(C)C(=O)NC2CCCCC2)O3)cc1 | -5

Screening data from PubChem BioAssay.
